# Screening results (PubChem BioAssay)
# SNCA viab count: cell viability loss counter-screen | HEK-293-SNCA-luc viability, GF-AFC fluorescence, 24 h | Potency, µM (highest dose often 57.1 µM), for inactives: top-dose activity change, negative = cytotoxicity, most hits filed as cytotoxic | 0.12% of 150,000 active;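 further: potency means the concentration at half of the fitted maximal effect; 0% = DMSO-treated cells and -100% = medium-only wells without cells; nearly all actives have a fitted effect of over 30% in size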
#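 HEK-293-SNCA-luc cells (1500/well) plated 24 h, then exposed 24 h to a dilution series; GF-AFC added 30 min at 37C, fluorescence 405/540 nm; normalised to medium-only and DMSO wells, Hill fit.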
# IP6K1 inhibitor: blocks human inositol hexakisphosphate kinase 1; IP6K1 kinase, ADP-Glo luminescence, 2 h; hits give low values; Q92551; 0.81% of 140,000 active; activity change, % (series mostly up to about 58 µM); AID 1645851; in the data active means activity change below about -25%
# Target sequence (Q92551 whole entry, looked up): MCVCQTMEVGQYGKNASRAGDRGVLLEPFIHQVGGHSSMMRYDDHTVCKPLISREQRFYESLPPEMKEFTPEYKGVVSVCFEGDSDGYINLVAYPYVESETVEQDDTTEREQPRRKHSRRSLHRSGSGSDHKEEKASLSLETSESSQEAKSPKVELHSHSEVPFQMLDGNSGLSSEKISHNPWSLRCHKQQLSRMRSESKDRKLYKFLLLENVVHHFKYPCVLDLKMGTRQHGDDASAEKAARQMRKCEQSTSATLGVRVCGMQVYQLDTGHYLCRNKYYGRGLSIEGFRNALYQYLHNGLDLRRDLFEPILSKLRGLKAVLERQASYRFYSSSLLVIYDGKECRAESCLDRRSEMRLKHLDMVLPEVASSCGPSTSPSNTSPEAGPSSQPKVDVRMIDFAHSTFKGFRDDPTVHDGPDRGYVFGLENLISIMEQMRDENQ
#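 ADP-Glo luminescence measures ADP made by human IP6K1 during a 2 h RT reaction with ATP/IP6 (mix at 1.3 mM/130 uM); top library doses 57.5 and 19.1 uM final.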
# GPT2 inh: inhibitors of human GPT2 alanine aminotransferase; Q8TD30; AID 1671188; Recombinant GPT2, coupled pyruvate oxidase/HRP Amplex Red fluorescence; Potency, µM (series often up to 57.7 µM), for the others: at the top dose activity change, negative = inhibition, hits mostly inhibitors; 0.25% of 100,000 active; further: potency means the concentration at half of the fitted maximal effect; nearly all actives have a fitted effect of over 60% in size; many of its hits are not listed in these tables
#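 Fluorescence read-out: pyruvate from GPT2 turnover coupled to pyruvate oxidase, HRP and Amplex Red (0.2mM ThPP, 0.2U/mL PO and HRP, 50uM Amplex final). Substrates 250uM a-KG, 2mM L-alanine; enzyme 10ng/uL; 30 min RT.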
# FLuc inh: inhibitors of firefly (Photinus pyralis) luciferase. P08659. Potency, µM (doses to about 115 µM), for the others: top-dose activity change, negative = inhibition, actives largely listed as inhibitors. 2.5% of 76,000 active. purified P. pyralis luciferase, luminescence, biochemical; further: potency means the concentration at half of the fitted maximal effect; nearly all actives have a fitted effect of over 65% in size
# Target sequence (P08659 whole entry, looked up): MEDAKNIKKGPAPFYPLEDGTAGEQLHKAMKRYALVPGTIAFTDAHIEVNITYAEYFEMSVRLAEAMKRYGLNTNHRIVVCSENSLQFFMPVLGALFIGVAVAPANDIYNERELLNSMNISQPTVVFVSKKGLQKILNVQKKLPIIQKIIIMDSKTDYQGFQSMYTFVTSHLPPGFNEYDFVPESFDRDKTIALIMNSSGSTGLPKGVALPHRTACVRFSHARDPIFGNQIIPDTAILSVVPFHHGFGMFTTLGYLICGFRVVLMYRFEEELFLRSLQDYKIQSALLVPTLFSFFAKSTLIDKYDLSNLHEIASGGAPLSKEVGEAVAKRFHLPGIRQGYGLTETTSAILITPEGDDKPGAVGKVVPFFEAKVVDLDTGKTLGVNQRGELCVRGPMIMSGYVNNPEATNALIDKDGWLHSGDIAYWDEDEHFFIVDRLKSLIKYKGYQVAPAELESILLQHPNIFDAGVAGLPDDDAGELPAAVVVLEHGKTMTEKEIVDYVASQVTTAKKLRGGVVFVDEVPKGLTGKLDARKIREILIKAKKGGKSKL
#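 Purified 10nM P. pyralis luciferase with 10uM D-luciferin and 10uM ATP in 50mM Tris acetate pH 7.5, 10mM Mg acetate, 0.01% Tween-20, 0.05% BSA. qHTS titration; luminescence read by CCD imager.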
# 3T3 cytotox: kills NIH 3T3 cells; NIH 3T3 viability, CellTiter-Glo ATP luminescence, 48-72 h; Potency, µM (highest dose often 96.7 µM), without a hit: top-dose activity change, negative = cytotoxicity, actives largely listed as inhibitors; 4.3% of 94,000 active; further: potency means the concentration at half of the fitted maximal effect; nearly all actives have a fitted effect of over 55% in size
#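 Luminescent ATP readout (CellTiter-Glo, 10 min RT) after 48 or 72 hr compound exposure of NIH 3T3 cells seeded at 400 cells/well in 1536-well format; quantitative HTS.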
# SNCA expr inh: reduces expression of the alpha-synuclein gene. 0.17% of 140,000 active. HEK-293 SNCA-luciferase knock-in, luminescence, 24 h. Potency, µM (doses to about 57.2 µM), for inactives: at the top dose activity change, negative = inhibition, most hits filed as inhibitors;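 further: potency means the concentration at half of the fitted maximal effect; plate controls were DMSO cells for no effect and cell-free wells for full effect; nearly all actives have a fitted effect of over 45% in size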
# HEK293 tox: HEK 293 cell cytotoxicity | HEK 293 viability, ATP luminescence (CellTiter-Glo), 48-72 h | Potency, µM (top dose mostly 115 µM), inactives show at the top dose activity change, negative = cytotoxicity, actives largely listed as inhibitors | 6.6% of 94,000 active | AID 1345083; further: potency means the concentration at half of the fitted maximal effect; nearly all actives have a fitted effect of over 60% in size
#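 Pintool-delivered compounds were incubated with HEK 293 cells (250 cells/well) at 37 degree Celsius for 48 or 72 hr. ATP-dependent luminescence (CellTiter-Glo) then reported remaining viable cells.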
# An asterisk follows results filed as active; i = inactive; ? = inconclusive; · = no result given; & = joins results of further samples; [ ] = another dose, or the depositor's remark. Unless noted, the call rests on the fitted dose curve; in most records, active means well fitted curve in the direction sought with a large enough effect; inconclusive means small, poorly fitted or top-dose-only effect, or another doubt; inactive means no such curve, though single readings can be large; an effect the other way counts as inactive or inconclusive. Unless noted, on the % scale 0 is the no-effect control and ±100 the full control effect. The list is partial, so the mix of outcomes need not match the whole.
SMILES,SNCA viab count,IP6K1 inhibitor,GPT2 inh,FLuc inh,3T3 cytotox,SNCA expr inh,HEK293 tox
CCCS(=O)(=O)N1CCC(Oc2nccnc2N2CCOCC2)C1 (centres undefined),9%,3,-2%,5%,0%,18%,15%
COc1ccc(C(=O)NC(C(=O)N2CCCC2)C2CCN(C(=O)c3ccc(Cl)cc3)CC2)cc1 (centres undefined),9%,2,i,-3%,-8%,8%,?
Cc1cc(C)cc(N2CCn3c2nc2c3c(=O)n(Cc3c(F)cccc3Cl)c(=O)n2C)c1,-8%,-5,·,·,·,14%,·
Cc1c(Cl)cccc1NC(=O)CCn1cnnn1,-2%,10,·,·,·,-1%,·
CCN1C(=O)C2CC3(CCN(C(=O)c4ccc(OC)nc4)CC3)CN2C1=O (centres undefined),-3%,-4,?,-13%,-9%,18%,-31%
Cc1sc2c(c1C)c(=O)n(CCc1ccccc1)c(=O)n2Cc1ccccc1Cl,-3%,29,·,·,·,-1%,·
COc1ccc(NC(=O)c2cc3c(C)nn(-c4ccccc4)c3s2)c(OC)c1,0%,0,·,·,·,1%,·
Cc1noc(C)c1CN1CC(N2CC(C(=O)NCc3ccccc3)CC2=O)C1 (centres undefined),-3%,0,-4%,·,-5%,?,0%
Cc1ccccc1S(=O)(=O)N1CCC2(CC1)CC(CC(=O)NC1CC1)CCO2 (centres undefined),10%,6,-1%,2%,-12%,30%,-1%
O=C(O)c1ccc(CC2CCN(C(=O)c3cccc(-n4cccn4)c3)C2)cc1 (centres undefined),-5%,8,3%[11.5 µM],0%,?,8%,4%
COC(=O)CN1C(=O)[C@@H]2C[C@@H](O)CN2C2(CNC2)C1=O,3%[87.6 µM],2,-9%[88.5 µM],3%[230 µM],-33%[230 µM],17%[87.6 µM],i
O=C(NCCc1ccc(Cl)cc1)C1CCCN(c2ccnc3ccnn23)C1 (centres undefined),-14%,-5,i,·,-19%,-7%,?
COc1ccc(NC(=O)CCC2CCCN(S(=O)(=O)c3cccc(F)c3)C2)c(OC)c1 (centres undefined),-30%,-6,3%,·,?,-14%,?
COc1ccc(CN2C=C(C(=O)OCc3nc(-c4ccccc4)no3)C(C)=NS2(=O)=O)cc1,-2%,6,-8%,-12%,-24%,-14%,?
CC(C)Oc1ccc(C2(C(=O)N3C[C@@H](C)[C@](O)(C4CC4)C3)CCCC2)cc1,-16%,3,-9%,1%,?,10%,?
CCCCCn1c(C(C)NC(=O)c2ccccc2)nc2ccccc21 (centres undefined),0%,1,·,·,·,34%,·
O=C(NC1CCCCC1)N1CCC(c2noc(-c3cccnc3)n2)C1 (centres undefined),-6%,0,-12%,0%,-10%,16%,-9%
CC(C)(C)C(=O)NC1CCN(c2nc3ncccc3o2)CC1,5%&-15%[87.6 µM],-6&-7,4%&-2%[88.5 µM],-1%&4%[172 µM],-13%&-13%[138 µM],?,-22%&-25%[172 µM]
Cc1nnc2ccc(N3CCCN(C(=O)C(C)C)CC3)nn12,·,5,·,·,-12%[138 µM],·,3%[172 µM]
Cc1ccc(S(=O)(=O)Nc2ccc(C)n(CC(=O)N(C)C)c2=O)cc1,12%,1,i,-10%,-11%,16%,-2%
CCOc1ccc(C(=O)N[C@@H]2[C@@H](Cc3ccccc3)[C@H]3OCC[C@@H]23)o1,0%,3,i,-11%,-21%,12%,0%
Cc1cc(SCC(=O)Nc2nsc(-c3ccc(C(C)(C)C)cc3)n2)nc2ccccc12,1%,1,·,·,·,194%[activator],·
COCCCN1CCC(Cn2cnc3cn(C)nc3c2=O)C1 (centres undefined),9%,0,4%,0%,i,3%,i
COCCNc1nc2c(S(=O)(=O)c3c(C)cc(C)cc3C)nnn2c2ccccc12,2%,3,-10%,·,-29%,-6%,i
Cc1ccc(NC(=O)CCC2CCN(C(=O)c3ccccc3F)CC2)cc1,-12%,35,i,-3%,?,?,?
Cc1ccc2nc(-c3ccc(N4CCOCC4)cc3)c(Nc3ccccc3C)n2c1,-28%,11,·,·,·,-11%,·
O=C(CN1C(=O)CNC1=O)NC1CCCN(Cc2ccccn2)C1 (centres undefined),1%,14,i,-4%,-13%,-13%,?
CCOC(=O)c1c(-c2ccc(C)cc2)csc1NC(=O)c1cc(=O)c2ccc(C)cc2o1,5%,-6,·,·,·,11%,·
CCc1nc2c(c(-c3ccc(OC)cc3)n1)CN([S+](=O)([O-])c1cccs1)CC2,1%,2,-3%,·,11µM*,6%,1%
COCCN1CCCCCC(O)c2cc(C(=O)N(CCN(C)C)Cc3ccccc3)ccc21 (centres undefined),-10%,-4,i,4%,?,?,?
CCc1ccc2c(-c3cccc(Cl)c3)nc(=O)n(CC)c2n1,?,·,i,·,·,-8%,·
CC(C)NC(=O)Cc1cccn1-c1cccc(Cl)c1,-18%,13,-13%,-10%,4%,3%,-16%
O=C1NCc2ccccc2CC12CCN(Cc1ccccc1OC(F)(F)F)C2 (centres undefined),-6%,-16,-6%,·,?,-25%,?
COc1ccc(-n2c(=O)c(C(=O)N(C)C)nc3cccnc32)cc1,8%[87.6 µM],1,i,·,i,-4%[87.6 µM],4%[172 µM]
COc1cc(NC(=O)Cn2c(=O)n(CC(=O)NCCc3ccc(OC)c(OC)c3)c(=O)c3sccc32)cc(OC)c1,2%,-6,·,·,·,4%,·
COc1cccc(CC(=O)N[C@@H]2C[C@H](Cn3cc(-c4cccnc4)nn3)[C@@H](O)[C@H]2O)c1,5%,-1,i,0%,-11%,1%,-7%
CC1Oc2ccc(NC(=O)C3CC3)cc2CN(Cc2cc(F)cc(F)c2)C1=O (centres undefined),14%,7,-2%,-3%,-20%,4%,?
CCN(CC)Cc1cnc2c(C(=O)N3CCC(N4CCCC4)CC3)cnn2c1,2%,4,?,-5%,-4%,15%,?
Cc1cccc(N2CCN(C(=O)c3cc4c(=O)n(C)c5ccccc5c4s3)CC2)c1C,-9%,-7,·,·,·,28%,·
Cc1ccc(NC(=O)N2CC3CCCN3c3ccccc32)cc1Cl (centres undefined),?,-4,·,·,·,?,·
Cn1cnnc1CC1CCCN(C(=O)Nc2ccccc2)C1 (centres undefined),-2%,20,i,-8%,-10%,34%[activator],-17%
COc1cc(C(=O)Nc2ccc3[nH]c(=O)sc3c2)cc(OC)c1OC,-1%,26,·,·,·,54%[activator],·
COc1cc(CC(COC2OC(CO)C(O)C(O)C2O)c2cc(/C=C/CO)cc(OC)c2O)ccc1O (centres undefined),-3%[23.9 µM],0,2%[27.3 µM],·,·,·,·
COc1ccc(NC(=O)c2c(NC(=O)COc3ccccc3)sc3c2CCC(C)C3)cc1 (centres undefined),8%,-4,·,·,·,-14%,·
CNC(=O)c1cn2cc(-c3ccc(OC)cc3)sc2n1,-26%[87.6 µM],-6,4%[88.5 µM],·,100µM*,-50%[87.6 µM],71µM*
CC(=O)c1ccc(N2CCN(S(=O)(=O)c3ccc(-c4cnc(C5CC5)o4)cc3)CC2)cc1,-12%,-4,·,·,·,-13%,·
CN(C(=O)CSc1nnc(-c2ccccc2F)o1)C1CCCCC1,-13%,-4,·,·,·,4%,·
CC(C)c1ccc(NC(=O)CCS(=O)(=O)c2ccc(Br)s2)cc1,14%,15,·,·,·,-22%,·
CN1CCC[C@@H]1Cc1c[nH]c2ccc(CCS(=O)(=O)c3ccccc3)cc12,-10%,-5&25,2%&-1%,·,·,-30%[25.6 µM],·
COc1ccc2c(c1)c(=O)c(S(=O)(=O)c1ccccc1)cn2CC(=O)Nc1ccc(C)c(Cl)c1,-22%,16,·,·,·,-13%,·
CCOC(=O)N1c2ccc(C(F)(F)F)cc2C(N(Cc2cc(C(F)(F)F)cc(C(F)(F)F)c2)C(=O)OC)CC1CC (centres undefined),-2%,0,i,·,·,·,·
Cc1ccc(-n2c(C3CCN(C(=O)c4cc(F)ccc4Cl)CC3)n[nH]c2=O)cc1,-1%,0,-12%,1%,?,-9%,3%
COc1ccc(CN2C[C@H]3CN(Cc4cnn(C)c4)CCN3C2=O)cc1,9%[87.6 µM],-30*,4%[88.5 µM],-19%[172 µM],-6%[138 µM],-6%[87.6 µM],-10%[172 µM]
CCCCCC(=O)Nc1nc2c(s1)C[C@@H]1[C@](C)(CO)[C@H](O)CC[C@@]1(C)[C@@H]2CC(=O)N1CCCCC1,-17%,-9,-5%,-4%,?,?,?
COC(=O)c1ccc2nc(CO[C@H]3CN(Cc4ccc(S(C)(=O)=O)cc4)C[C@H]3F)[nH]c2c1,5%,-9,i,-17%,-22%,-3%,-29%
O=C(c1cccc(-c2ccccn2)c1)N1CCN(C(=O)C2CCCC2)CC1,1%[12.5 µM],-11,i,·,-31%,-8%,-20%
O=C(c1ccsc1)N1CC[C@@H]2COCCN(Cc3ccncc3)[C@@H]2C1,-19%,9,0%,·,-33%,54%[activator],-14%
O=C(NC1CCN(Cc2ccc(-c3ccsc3)cc2)C1)c1ccc(C(F)(F)F)cc1 (centres undefined),-19%,-7,i,·,-29%,12%,-30%
Cc1nn(-c2ccccc2)c2c1C(C)N(C1CCN([S+](=O)([O-])c3cccs3)C1)C2=O (centres undefined),·,3,·,·,?,·,?
COc1ccc(CCN2CCCC(CN(C)Cc3cnc[nH]3)C2)cc1 (centres undefined),1%,9,2%,11%,-28%,29%,?

# Remaining list, next part
SMILES,SNCA viab count,IP6K1 inhibitor,GPT2 inh,FLuc inh,3T3 cytotox,SNCA expr inh,HEK293 tox
COc1ccc(Cc2nc3ccc(C(=O)NCCc4ccc(Cl)cc4)cc3o2)cc1,1%,27,·,·,·,52%,·
COCCCN1CC2(CCC1=O)CCN(c1ncnc3onc(C)c13)CC2,-4%,-4,-6%,2%,-18%,4%,-4%
COc1ccc(Nc2nnc(-c3ccc(C)c(S(=O)(=O)N4CCOCC4)c3)c3ccccc23)cc1,-8%,26,·,·,·,27%,·
O=C(O)c1ccc(Nc2nc3ccccc3c3nncn23)cc1,-1%,24,·,·,·,12%,·
COc1ccc(C(=O)N[C@@H]2CCC[C@@H]2C(=O)N2CCOCC2)cn1,-15%,17,i,4%,1%,?,i
